# PGK inhibitor = T. brucei PGK inhibition. PGK/GAPDH coupled, Kinase-Glo luminescence, 60 min. Potency, µM (doses to about 57.5 µM), for the others: at the top dose activity change, negative = inhibition, actives largely listed as inhibitors. actives 0.043% (n = 380,000). AID 602233; also: potency is read from the fitted curve at half-maximal effect; % is scaled to controls: 0 for no effect and ±100 for the full control effect; nearly all actives have a fitted effect of over 60% in size
#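 Recombinant glycosomal PGK reaction used 1,3-bisphosphoglycerate generated in-well by GAPDH (100nM final) in 100mM TEA pH 7.6, 5mM MgCl2, 0.01% Tween-20. After 60 minutes at room temperature, ATP was read by Kinase-Glo Plus luminescence end-point.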
# BLM helicase inh = Bloom syndrome helicase (human) inhibition | P54132 | recombinant BLM DNA unwinding, fluorescence dequenching | Potency, µM (series often up to 56.1 µM), without a hit: top-dose activity change, negative = inhibition, actives largely listed as inhibitors | actives 0.2% (n = 350,000) | AID 2528;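 also: potency is read from the fitted curve at half-maximal effect; plate controls were vehicle for no effect and no enzyme for full effect; nearly all actives have a fitted effect of over 35% in size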
# APEX1 inh = blocks human APE1 abasic DNA cleavage; AID 2517; actives 0.35% (n = 350,000); Potency, µM (series often up to 65.8 µM), inactives show top-dose activity change, negative = inhibition, most hits filed as inhibitors; recombinant APE1, TAMRA/BHQ-2 abasic DNA cleavage fluorescence;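 also: potency is read from the fitted curve at half-maximal effect; plate controls were vehicle for no effect and reference inhibitor for full effect; nearly all actives have a fitted effect of over 55% in size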
#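 Enzyme (0.75 nM final) and test compound are incubated 15 min at room temperature before adding 50 nM quenched THF abasic-site duplex. Cleavage dequenches TAMRA, followed at 525/598 nm over three reads one minute apart.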
# Anesthetic bind = binds horse apoferritin like a general anesthetic; apoferritin/1-aminoanthracene competitive binding, fluorescence; Potency, µM (series often up to 77.5 µM), for the others: at the top dose activity change, negative = displacement, most hits filed as inhibitors; actives 0.074% (n = 350,000); also: potency is read from the fitted curve at half-maximal effect; % is scaled to controls: 0 for no effect and ±100 for the full control effect; nearly all actives have a fitted effect of over 20% in size
# Target sequence (P02791 2-175 limits assumed): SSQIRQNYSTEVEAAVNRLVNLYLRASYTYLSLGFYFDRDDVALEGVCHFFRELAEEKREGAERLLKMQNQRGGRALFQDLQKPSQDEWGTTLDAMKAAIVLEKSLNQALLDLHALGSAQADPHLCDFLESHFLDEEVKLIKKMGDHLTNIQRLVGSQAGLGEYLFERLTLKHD
#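 Probe: 1-aminoanthracene (50% saturated, PBS). Protein: horse-spleen apoferritin, 10 uM. Incubation: 10 min, room temperature. Detection: 380 nm excitation, 535 nm emission. Analysis: normalized response, four-parameter Hill.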
# RXFP1 antag = antagonists of human relaxin receptor RXFP1. HEK293-RXFP1, relaxin-stimulated cAMP HTRF, 30 min; hits give low values. actives 0.59% (n = 350,000). Q9HBX9. activity change, negative = inhibition, % at 57.5 µM. AID 1259400;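 active = activity change of -60% or lower, but not beyond a set lower limit; inconclusive = change between -60% and -40%, or beyond the set limit; inactive = change above -40%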; also: % is scaled to controls: 0 for no effect and ±100 for the full control effect
# Pol iota inh = DNA polymerase iota (human) inhibition; actives 1% (n = 390,000); AID 588590; Pol iota fluorescent replication assay, 10 min; Potency, µM (highest dose often 115 µM), without a hit: at the top dose activity, negative = inhibition, actives largely listed as inhibitors; Q9UNA4; also: potency is read from the fitted curve at half-maximal effect
#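 Pol iota at 10 nM preincubated 15 min with compounds at room temperature; reaction started with fluorescent substrate, 50 nM final. Fluorescence read kinetically at 0 and 10 min; buffer-only wells as negative control.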
# Pol kappa inh = blocks human DNA polymerase kappa activity. Q9UBT6. purified Pol kappa, fluorescent DNA synthesis assay, 10 min. Potency, µM (series often up to 107 µM), for inactives: top-dose activity, negative = inhibition, most hits filed as inhibitors. actives 0.53% (n = 400,000); also: potency is read from the fitted curve at half-maximal effect; % is scaled to controls: 0 for no effect and ±100 for the full control effect
#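 Kinetic fluorescence screen: compound preincubated 15 min RT with 10 nM enzyme; 50 nM substrate (final) initiates; reads at 0/10 min.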
# POLH inh = blocks human DNA polymerase eta activity | Potency, µM (doses to about 114 µM), for the others: at the top dose activity change, negative = inhibition, hits mostly inhibitors | actives 1.2% (n = 390,000) | recombinant Pol eta, fluorescent DNA replication assay | Q9Y253 | AID 588591; also: potency is read from the fitted curve at half-maximal effect; % is scaled to controls: 0 for no effect and ±100 for the full control effect
# Target sequence (Q9Y253 whole entry, looked up): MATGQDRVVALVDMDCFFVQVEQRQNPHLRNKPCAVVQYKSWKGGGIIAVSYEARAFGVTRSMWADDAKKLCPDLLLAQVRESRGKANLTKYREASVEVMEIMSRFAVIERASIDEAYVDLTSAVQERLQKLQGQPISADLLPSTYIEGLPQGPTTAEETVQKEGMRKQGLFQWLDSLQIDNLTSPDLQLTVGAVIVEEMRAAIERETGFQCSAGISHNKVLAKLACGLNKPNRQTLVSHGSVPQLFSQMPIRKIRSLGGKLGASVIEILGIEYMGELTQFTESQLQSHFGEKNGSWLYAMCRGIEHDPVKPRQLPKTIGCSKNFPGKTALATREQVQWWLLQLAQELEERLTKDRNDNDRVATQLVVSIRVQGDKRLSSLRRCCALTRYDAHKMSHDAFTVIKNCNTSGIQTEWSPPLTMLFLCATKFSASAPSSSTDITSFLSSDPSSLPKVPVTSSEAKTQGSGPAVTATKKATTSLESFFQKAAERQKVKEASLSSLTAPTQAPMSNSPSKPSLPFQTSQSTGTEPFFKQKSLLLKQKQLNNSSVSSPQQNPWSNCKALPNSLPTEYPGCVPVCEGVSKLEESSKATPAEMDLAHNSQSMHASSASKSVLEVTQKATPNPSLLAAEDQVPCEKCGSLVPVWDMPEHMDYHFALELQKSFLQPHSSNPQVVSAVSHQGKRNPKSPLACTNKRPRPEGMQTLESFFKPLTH
#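 Pol eta at 10 nM preincubated with compounds 15 min at room temperature; reaction started with fluorescent substrate (50 nM final) and read kinetically at 0 and 10 min.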
# POLB inh = DNA polymerase beta (human) inhibition. P06746. Pol beta primer extension/strand displacement, fluorescence kinetic. Potency, µM (series often up to 114 µM), for the others: at the top dose activity change, negative = inhibition, most hits filed as inhibitors. actives 1.3% (n = 340,000); also: potency is read from the fitted curve at half-maximal effect; % is scaled to controls: 0 for no effect and ±100 for the full control effect
#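 Pol beta (10 nM) and compounds were preincubated 15 min at room temperature, then 50 nM substrate (final) started primer extension/strand displacement. Reads were taken at 0 and 10 min; concentration-response data were fitted to a four-parameter Hill equation.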
# * marks the source's active call; other numbers are inactive results; i = inactive; ? = inconclusive; . = no result given; & = joins results of further samples; [ ] = another dose, or the depositor's remark. Unless noted, calls follow the shape of the dose curve; as a rule, active = well fitted curve in the direction sought with a large enough effect; inconclusive = small, poorly fitted or top-dose-only effect, or another doubt; inactive = no such curve, though single readings can be large; an effect the other way counts as inactive or inconclusive. A portion of the library; rates above refer to the full screens.
# Under each structure: APEX1 inh | PGK inhibitor | POLB inh | Pol iota inh | RXFP1 antag | POLH inh | Pol kappa inh | Anesthetic bind | BLM helicase inh
CCOC(=O)c1c(-c2cccs2)csc1NC(=O)CNCCN1CCOCC1
→ -1% | . | -18% | . | . | . | . | -17% | 0%
O=C(Nc1nnc(-c2ccccc2F)s1)Nc1ccccc1F
→ -12% | -4% | -13% | 4% | 4 | 10% | -9% | -2% | -4%
Cc1cc(C)c2nc(SCC(=O)Nc3ccc(S(=O)(=O)N4CCCC4)cc3)c(C)cc2c1
→ 0% | -1% | 1% | 3% | -21 | -8% | 4% | -6% | -3%
Cc1ccccc1NC(=O)c1ccc(C)c(S(=O)(=O)NCc2cccnc2)c1
→ 17% | -3% | 27% | ? | -9 | -1% | -20% | -6% | 0%
O=C(NCCNC(=O)c1ccccc1Br)c1cccnc1
→ 7% | 1% | 8% | 15% | -1 | -3% | -12% | -4% | 0%
C[C@@H]1NC(=O)/C(=C\c2ccccc2Cl)NC1=O
→ -1% | -2% | 4% | 116%[activator] | 7 | 12% | -3% | -1% | 0%
O=C(OCC(=O)N1CCN(C(=O)c2ccco2)CC1)c1ccc(Cl)nc1
→ 16% | i | . | -18% | -3 | -8% | 3% | . | .
CC(=O)NCCN1C(=O)C2C3c4ccccc4C(c4ccccc43)C2C1=O (stereo not given)
→ 6% | -9% | -24% | -1% | -8 | -9% | 4% | -9% | -2%
COc1cc(NC(=O)c2ccccc2-c2ccccc2)cc(OC)c1
→ 0% | -10% | 10% | 19% | . | -21% | -5% | 1% | 0%
CCOC(=O)c1ccc(-c2c(C(=O)OCC)oc3cc(O)c(CC)cc3c2=O)o1
→ -2% | -6% | -1% | -12% | -24 | -19% | -5% | -4% | -13%
CCOC(=O)c1[nH]c2cc(OC)c(OC)cc2c1NC(=O)c1ccc2c(c1)OCO2
→ 0% | i | 11% | ? | -26 | -5% | -5% | -6% | -9%
O=C(/C=C/c1ccco1)Nc1sc2c(c1C(=O)O)CCC2
→ ? | -14% | -83% | ? | 10 | 79µM* | ? | -20% | 5%
Nc1ccccc1C#CC(=O)c1ccccc1
→ 9% | 5% | 16% | ? | -15 | 2% | -12% | -12% | -14%
NC(=O)c1nsc(C(=O)N(Cc2ccccc2F)C(C(=O)NCC2CCCO2)c2ccc(F)cc2)c1N (stereo not given)
→ 82%[activator][12.4 µM] | -2% | 4% | 46%[activator] | -5 | -4% | 0% | -4% | -2%
CC(C)OCCCNc1nc2c(cnn2C)c(=O)[nH]1
→ . | i | . | 110%[activator] | -14 | -18% | 3% | . | .
COc1ccc(OCC(=O)Nc2ccc3c(c2)n(C)c(=O)n3C)cc1
→ 30% | i | -23% | -7% | 21 | -15% | -5% | -4% | -8%
CC(C)(C)OC(=O)N1CCC(C(=O)Nc2cccc(C(=O)NCc3ccccc3)c2)CC1
→ . | -3% | . | 16% | . | -20% | 2% | . | .
CN(Cc1ccccc1)S(=O)(=O)c1ccc(Cl)c(C(=O)OCC(=O)NC2CCS(=O)(=O)C2)c1 (stereo not given)
→ -10% | -8% | . | 60%[activator] | 4 | -25% | -4% | . | .
CCOC(=O)C1=CC[C@@H](c2ccco2)N(S(=O)(=O)c2ccc(C)cc2)[C@H]1C(=O)OCC
→ -7% | -1% | . | 24% | . | -21% | -9% | . | .
COc1ccccc1Nc1nc(N)nc(CSc2nnc(C)s2)n1
→ 3% | -9% | 4% | 7% | -9 | 9% | -24% | -20% | -4%

# 5 entries from above, sorted by the number in BLM helicase inh, lowest first:
Structure | BLM helicase inh
Nc1ccccc1C#CC(=O)c1ccccc1 | -14%
CCOC(=O)c1[nH]c2cc(OC)c(OC)cc2c1NC(=O)c1ccc2c(c1)OCO2 | -9%
COc1ccccc1Nc1nc(N)nc(CSc2nnc(C)s2)n1 | -4%
NC(=O)c1nsc(C(=O)N(Cc2ccccc2F)C(C(=O)NCC2CCCO2)c2ccc(F)cc2)c1N (stereo not given) | -2%
O=C(/C=C/c1ccco1)Nc1sc2c(c1C(=O)O)CCC2 | 5%

# Printed as active in POLH inh, of those listed so far:
Structure	APEX1 inh	PGK inhibitor	POLB inh	Pol iota inh	RXFP1 antag	POLH inh	Pol kappa inh	BLM helicase inh
O=C(/C=C/c1ccco1)Nc1sc2c(c1C(=O)O)CCC2	?	-14%	-83%	?	10	79µM*	?	5%

# The list goes on.
# Under each structure: APEX1 inh | PGK inhibitor | POLB inh | Pol iota inh | RXFP1 antag | POLH inh | Pol kappa inh | Anesthetic bind | BLM helicase inh
CCN(Cc1ccccc1)Cc1c(O)ccc2c(=O)c(-c3ccc(Cl)cc3)c(C(F)(F)F)oc12
→ . | . | 6% | -1% | -3 | . | 2% | -2% | -2%
CN1CCCN(C(=O)/C=C/c2ccc(Cl)cc2Cl)CC1
→ -6% | 8% | 3% | 8% | -5 | -1% | -6% | -5% | -4%
O=C(O)c1cc(-c2cc3ccccc3o2)nn1-c1ccccc1
→ -6% | -3% | -30% | -7% | -28 | ? | -12% | 1% | -9%
CCN(Cc1ccccc1)S(=O)(=O)c1csc(C(N)=O)c1
→ 13% | -3% | -22% | -28% | -1 | -12% | -4% | -6% | 1%
CCCCN1CCC(=O)NC1=O
→ . | 5% | . | 23% | -1 | -8% | -20% | . | .
COc1cc2ccccc2cc1-c1nnc(COc2ccccc2)o1
→ 1% | -8% | 5% | 24% | . | -15% | -2% | 2% | 4%
CCCCc1c(C)nc2ccc(Br)cc2c1SCCC#N
→ -3% | . | -2% | . | . | . | . | -9% | -2%
O=C(Nc1ccn(Cc2ccccc2)n1)c1cccc(F)c1
→ 0% | 4% | 24% | -7% | -5 | -8% | -18% | -9% | -1%
Cc1sc(C(C2C(=O)CC(C)(C)CC2=O)C2C(=O)CC(C)(C)CC2=O)cc1[N+](=O)[O-]
→ 0% | . | -20% | 16µM* | -31 | -2% | -7% | -22% | -6%
O=C(NCc1nc2ccccc2[nH]1)C1=C[C@@H](c2ccc(Br)cc2)C[C@@H](OCc2ccc(CO)cc2)O1
→ ? | 2% | -1% | -28% | . | -5% | -9% | -3% | -1%
CN(C)Cc1ccccc1Sc1ccc(Br)cc1
→ 6% | 0% | 20% | 7% | . | -6% | -21% | -1% | 1%
COc1cccc(C(=O)C2CN(c3ccccc3)CC2c2ccc(Cl)cc2)c1 (stereo not given)
→ -4% | i | 8% | ? | 23 | -13% | -8% | ? | -12%
CCOC(=O)C1=C(COc2ccccc2)NC(=O)NC1c1ccc(Br)cc1 (stereo not given)
→ -5% | 6% | -2% | ? | . | -8% | -4% | -10% | -4%
Cc1ccc2oc3c(c(=O)c2c1)C(c1ccc(O)cc1)N(Cc1ccc2c(c1)OCO2)C3=O (stereo not given)
→ . | i | 33% | -16% | -5 | 13% | 3% | -8% | -4%
CCc1ccc(-c2cc(C)no2)cc1S(=O)(=O)N1CCN(c2ccc(F)cc2)CC1
→ -23% | 6% | 1% | 5% | -16 | -1% | -19% | 55%[activator] | -10%
N#C/C(=C1\CCCN1)c1ccc2ccccc2n1
→ -1% | -1% | 4% | 14% | -4 | -1% | 5% | -9% | -1%
Cc1ccccc1NC(=O)CSc1nnc(-c2ccccc2)n1-c1ccccc1
→ -2% | 0% | -9% | ? | 29 | -2% | 0% | ? | -15%
Cc1cc(=O)oc(C)c1C(=O)Nc1cccnc1Cl
→ 12% | 8% | -10% | 5% | 2 | -3% | -2% | 6% | -8%
CCOC(=O)Nc1oc2ccccc2c(=O)c1C
→ 1% | -3% | 1% | 4% | 5 | -10% | -3% | 1% | -3%
C[C@H](CCC(=O)O)[C@H]1CC[C@H]2[C@H]3C(C[C@H](O)[C@]12C)[C@@]1(C)CC[C@@H](O)C[C@H]1C[C@H]3O (stereo not given in full)
→ 2%&-11% | . | . | . | . | . | 5%&-10%[19.4 µM] | -9% | 2%

# 2 of these compounds in a different format.
smiles	APEX1 inh	PGK inhibitor	POLB inh	Pol iota inh	RXFP1 antag	POLH inh	Pol kappa inh	Anesthetic bind	BLM helicase inh
N#C/C(=C1\CCCN1)c1ccc2ccccc2n1	-1%	-1%	4%	14%	-4	-1%	5%	-9%	-1%
Cc1ccccc1NC(=O)CSc1nnc(-c2ccccc2)n1-c1ccccc1	-2%	0%	-9%	?	29	-2%	0%	?	-15%

# Continued:
# Under each structure: APEX1 inh | PGK inhibitor | POLB inh | Pol iota inh | RXFP1 antag | POLH inh | Pol kappa inh | Anesthetic bind | BLM helicase inh
Cc1ccc(S(=O)(=O)N2CCCC(C(=O)NCc3ccc4c(c3)OCO4)C2)cc1 (stereo not given)
→ 27% | -6% | 21% | 0% | -13 | -5% | -3% | -7% | -4%
O=C(O)C1CC2CCC1CC2 (stereo not given)
→ . | 3% | . | 6% | -7 | -1% | 4% | . | .
O=C(c1ccc(C(F)(F)F)cc1)N1CCC(=O)N([C@H](COCc2ccc(C(F)(F)F)cc2)Cc2ccccc2)CC1
→ -3%[50.4 µM] | . | . | . | . | . | ? | 49%[activator] | -17%
CC(=O)Nc1cccc(NC(=O)CSc2ncc(-c3ccccc3)[nH]2)c1
→ 0% | -3% | 14µM* | ? | -1 | 6% | -25% | ? | -3%

# 2 entries drawn at random from those above:
# Under each structure: APEX1 inh | PGK inhibitor | POLB inh | Pol iota inh | RXFP1 antag | POLH inh | Pol kappa inh | Anesthetic bind | BLM helicase inh
O=C(c1ccc(C(F)(F)F)cc1)N1CCC(=O)N([C@H](COCc2ccc(C(F)(F)F)cc2)Cc2ccccc2)CC1
→ -3%[50.4 µM] | . | . | . | . | . | ? | 49%[activator] | -17%
CC(=O)Nc1cccc(NC(=O)CSc2ncc(-c3ccccc3)[nH]2)c1
→ 0% | -3% | 14µM* | ? | -1 | 6% | -25% | ? | -3%

# Source: PubChem (National Center for Advancing Translational Sciences (NCATS))
